ELG1 genotox: genotoxicity induction in ELG1-luciferase HEK293T cells; AID 504466; Potency, µM (doses to about 46 µM), inactives show at the highest dose activity change, positive = activation, hits mostly activators; actives 1.3% (n = 330,000); HEK293T ELG1-luciferase reporter, luminescence, 16 h; further: potency means the concentration at half of the fitted maximal effect; % of control where 0% means no effect; nearly all actives have a fitted effect of over 60% in size
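Cells (2,000/well) expressing the ELG1-luciferase fusion are dosed by pin tool and kept 16 hr at 37 °C, 5% CO2. Signal comes from ONE-Glo luciferase reagent after 30 min at room temperature.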
USP2a block: USP2a (human) protease inhibition; O75604; USP2 core, Ub-CHOP2 coupled fluorogenic reporter, 485/531; actives 0.01% (n = 330,000); Potency, µM (highest dose often 38.3 µM), for the others: top-dose activity change, negative = inhibition, usual class: inhibitors;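 further: potency means the concentration at half of the fitted maximal effect; plate controls were DMSO wells for no effect and full inhibition by NEM control for full effect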
Target sequence (O75604 whole entry, looked up): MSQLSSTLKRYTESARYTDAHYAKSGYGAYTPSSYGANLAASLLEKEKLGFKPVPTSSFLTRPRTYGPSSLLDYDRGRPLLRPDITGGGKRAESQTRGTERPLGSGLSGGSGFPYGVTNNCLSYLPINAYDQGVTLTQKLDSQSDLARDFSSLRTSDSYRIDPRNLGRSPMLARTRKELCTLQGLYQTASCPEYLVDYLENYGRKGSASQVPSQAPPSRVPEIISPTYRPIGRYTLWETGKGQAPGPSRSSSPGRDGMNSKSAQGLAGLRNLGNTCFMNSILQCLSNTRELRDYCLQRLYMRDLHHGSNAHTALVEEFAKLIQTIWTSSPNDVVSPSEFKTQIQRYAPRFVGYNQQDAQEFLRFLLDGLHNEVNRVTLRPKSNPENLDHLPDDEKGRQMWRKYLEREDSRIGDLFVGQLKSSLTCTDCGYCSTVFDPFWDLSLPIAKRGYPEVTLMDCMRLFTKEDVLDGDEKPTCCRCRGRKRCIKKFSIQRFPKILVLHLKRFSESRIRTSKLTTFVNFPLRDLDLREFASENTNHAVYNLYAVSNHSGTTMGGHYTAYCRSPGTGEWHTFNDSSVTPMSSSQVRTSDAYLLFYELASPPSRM
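USP2 core (10nM final) preincubated 30min RT with compound in 20mM Tris-HCl pH 8.0, 2mM CaCl2, 2mM beta-mercaptoethanol, 0.05% CHAPS; 25nM Ub-CHOP2 plus 25nM reporter substrate added, fluorescence (Ex485/Em531) read after 60min.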
S-ASM inh: inhibitors of human secretory acid sphingomyelinase; placental ASM, HMU-PC fluorogenic substrate, 60 min; P17405; Potency, µM (doses to about 57.5 µM), inactives show top-dose activity change, negative = inhibition, usual class: inhibitors; actives 0.006% (n = 340,000); further: potency means the concentration at half of the fitted maximal effect
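Human placenta-derived ASM enzyme was preincubated with compound for 10 minutes at room temperature, then given fluorogenic substrate HMU-PC0 (9 uM final) for 60 minutes at 37 °C; a pH 10 stop preceded fluorescence reading at Ex 386/Em 447 nm.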
PTAP TSG101 blk: blocks PTAP/TSG101 interaction to inhibit HIV-1 budding; Q99816; Fluorescence polarization, FITC-PTAP peptide / Tsg101 binding; Potency, µM (titrated, usually from 115 µM), for inactives: at the highest dose activity change, negative = inhibition, usual class: inhibitors; 340,000 tested, under 10 active; AID 493005; active means well fitted inhibition curve with a large enough effect in the main read-out, with a control signal flat, not every such curve was filed as active; inconclusive means small, poorly fitted or top-dose-only effect, or effect the other way, or a change in a side signal; inactive means no such curve, though single readings can be large or run the other way; further: potency means the concentration at half of the fitted maximal effect; % of control where 0% means no effect
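Fluorescence anisotropy tracks displacement of a FITC-tagged PTAP peptide (50 nM) from the Tsg101 binding domain (10 uM), following a 20 min room-temperature incubation at pH 7.5.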
p53 reactivation: mutant p53 re-activation in reporter cells; H1299 p53-A138V BP100-luciferase reporter, luminescence, 24 h; Potency, µM (series often up to 92.2 µM), for inactives: at the highest dose activity change, positive = activation, usual class: activators; actives 0.063% (n = 320,000); further: potency means the concentration at half of the fitted maximal effect; % of control where 0% means no effect; nearly all actives have a fitted effect of over 45% in size
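p53-null H1299 cells stably carrying temperature-sensitive p53-A138V and a BP100-luciferase reporter were pinned with compounds (4-point, 1:5 series) and held 24 hrs at 37 deg C. Luminescence was read 10 min after detection reagent.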
B2AR arrestin: recruits beta-arrestin to the human beta2-adrenergic receptor | P07550 | beta-arrestin recruitment to beta2AR, cell-based reporter | Potency, µM (top dose mostly 46.1 µM), inactives show top-dose activation, actives largely listed as activators | actives 0.02% (n = 330,000) | AID 492947;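 further: potency means the concentration at half of the fitted maximal effect; 0% = DMSO controls and full agonism = EC100 isoproterenol or metaproterenol; nearly all actives have a fitted effect of over 65% in size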
Target sequence (P07550 whole entry, looked up): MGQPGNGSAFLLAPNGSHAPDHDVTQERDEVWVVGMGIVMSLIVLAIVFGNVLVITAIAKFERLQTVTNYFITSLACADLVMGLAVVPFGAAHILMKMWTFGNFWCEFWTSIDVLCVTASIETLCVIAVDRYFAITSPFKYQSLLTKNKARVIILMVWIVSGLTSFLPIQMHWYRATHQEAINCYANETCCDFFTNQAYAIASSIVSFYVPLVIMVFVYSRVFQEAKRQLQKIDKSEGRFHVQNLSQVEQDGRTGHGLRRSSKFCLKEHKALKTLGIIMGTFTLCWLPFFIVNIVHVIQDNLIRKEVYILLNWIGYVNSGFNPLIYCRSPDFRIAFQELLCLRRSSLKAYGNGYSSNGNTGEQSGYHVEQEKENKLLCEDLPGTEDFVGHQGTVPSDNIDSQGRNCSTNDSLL
TRPV1 agonist: human TRPV1 agonism. TRPV1-expressing cells, Fluo-8 calcium influx, agonist mode. activation, % at 8.33 µM. actives 0.19% (n = 320,000); in the data active means activation above about 80%; inconclusive means between about 30% and that limit; further: 0% is about no effect
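TRPV1-expressing cells were cultured overnight at 35.5C and loaded with Fluo-8 calcium dye for 40 to 90 min at room temperature. After a 10 s baseline, compound was added and calcium influx was read kinetically for 3 min (ex 480/em 520 nm).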
BRCA1 expr act: increases BRCA1 expression; MCF7-BRCA1-FFLuc reporter, luminescence, 48 h; response scale: scaled: vehicle 0%, 10 µM genistein 100%; Potency, µM (titrated, usually from 46.1 µM), inactives show at the top dose activation, hits mostly activators; actives 1.1% (n = 380,000); AID 624202; further: potency means the concentration at half of the fitted maximal effect; nearly all actives have a fitted effect of over 80% in size; some results filed as inactive show a strong effect at the top dose
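MCF7 cells carrying a BRCA1-firefly luciferase reporter (2000 cells/well, phenol-red free MEM) were attached for 2 h at 37 °C, then given compounds for 48 h. Luminescence was read 15 min after luciferase reagent; activity normalized to genistein (10 microM) and DMSO.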
uPA generation: inhibitors of cell surface uPA generation. Potency, µM (series often up to 38.3 µM), without a hit: at the top dose activity change, negative = inhibition, usual class: inhibitors. actives 0.31% (n = 330,000). cell surface uPA generation assay, qHTS; active means well fitted inhibition curve with a large enough effect; inconclusive means small, poorly fitted or top-dose-only effect; inactive means no such curve, though single readings can be large or run the other way; tested in mouse RAW 264.7 cells; further: potency means the concentration at half of the fitted maximal effect; on the % scale 0 is the no-effect control and ±100 the full control effect; nearly all actives have a fitted effect of over 55% in size
Eya2 phos inh: Eya2 (human) phosphatase inhibition; Potency, µM (top dose mostly 76.9 µM), for inactives: at the highest dose activity, negative = inhibition, actives largely listed as inhibitors; O00167; actives 0.006% (n = 330,000); AID 488837; recombinant Eya2, OMFP fluorescence dephosphorylation (OMFP is methylfluorescein phosphate); further: potency means the concentration at half of the fitted maximal effect; on the % scale 0 is the no-effect control and ±100 the full control effect
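Eya2 (0.2 uM) preincubated 10 min at ambient with compound, then OMFP substrate added at 50 uM; 10 min reaction in 50 mM HEPES pH 7.5, 50 mM NaCl, 5 uM MgCl2, 0.05% BSA, 1 mM DTT. Fluorescence read at Ex 485/Em 525 nm.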
Integrin act MD: activators of alpha7 integrin expression for muscular dystrophy; alpha7betagal myoblasts, beta-gal FDG fluorescence, 48 h; Potency, µM (highest dose often 38.3 µM), without a hit: at the top dose activation, actives largely listed as activators; actives 0.064% (n = 350,000);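 further: potency means the concentration at half of the fitted maximal effect; 100% = response of the positive control SU9516; nearly all actives have a fitted effect of over 60% in size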
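Alpha7betagal+/- myoblasts (passage 13) were plated 16-24 hr, then exposed to compounds (1:260 dilution of DMSO stock) for 48 hours at 37C. After MPER lysis, β-galactosidase reporter activity was read as FDG fluorescence (ex 480/em 540) after 30 minutes.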
Starred values were filed as active, the others as inactive; ? = inconclusive; . = no result given; [ ] = dose if it differs, or a comment. Unless noted, the call rests on the fitted dose curve; in most records, active means well fitted curve in the direction sought with a large enough effect; inconclusive means small, poorly fitted or top-dose-only effect, or another doubt; inactive means no such curve, though single readings can be large; an effect the other way counts as inactive or inconclusive. No enrichment for hits; 2.6% or so of the library scored in one or more.

item | Compound | ELG1 genotox | USP2a block | S-ASM inh | PTAP TSG101 blk | p53 reactivation | B2AR arrestin
1 | CC(C)Nc1nc(NC2CCCC2)nc(N2CCOCC2)n1 | -2% | -1% | -1% | 2% | 7% | 0.2%
2 | CC1Oc2ccccc2N(CC(=O)N2CCCC2)C1=O (stereo not given) | -4% | 5% | 1% | 0% | . | -0.3%
3 | Nc1cc(N)nc(SCc2nnnn2-c2ccc(Cl)cc2)n1 | 4% | -1% | 8% | 0% | -32%[inhibitor] | -1.2%
4 | CSC(SC)=C(C(C)=O)C(=O)c1ccc(C)cc1 | 2% | 3% | 25% | 0% | 10% | -1.4%
5 | NS(=O)(=O)c1ccc(CCNC(=O)C2CCCN(S(=O)(=O)c3cccnc3)C2)cc1 (stereo not given) | 2% | -1% | 2% | -4% | -5% | -0.4%
6 | Cc1ccccc1CN(c1ccc(C(N)=O)cc1)S(C)(=O)=O | 2% | 4% | 3% | -2% | 0% | -1.7%
7 | CCOc1cc(NS(=O)(=O)c2ccc(OC)cc2)c(OCC)cc1NC(C)=O | 1% | 0% | 4% | 1% | -3% | -0.4%
8 | CC(C)c1ccc(OCC(=O)Nc2c3c(nn2C(C)(C)C)CS(=O)(=O)C3)cc1 | 0% | 0% | . | -4% | -3% | 0.2%
9 | O=C1OC(Sc2ccccc2)(c2ccccc2)c2ccccc21 (stereo not given) | . | . | 2% | -1% | . | .
10 | O=C(CNC(=O)C1CCCCC1)OCC(=O)c1ccc(Cl)s1 | 2% | 0% | -1% | -1% | 1% | -0.2%
11 | Cn1cc(/C=C(\NC(=O)c2ccccc2Cl)C(=O)N2CCOCC2)c2ccccc21 | -2% | 2% | -6% | -6% | 1% | -1.2%
12 | O=[N+]([O-])c1ccccc1S(=O)(=O)N1CCCC(C(F)(F)F)C1 (stereo not given) | -7% | 1% | -6% | 0% | -29% | -1.0%

item | TRPV1 agonist | BRCA1 expr act | uPA generation | Eya2 phos inh | Integrin act MD
1 | 3 | -9% | -1% | -5% | -6%
2 | -11 | -24% | -1% | 5% | 38%
3 | -1 | -16% | -3% | 5% | 7%
4 | -2 | 50% | -7% | -3% | 15%
5 | -1 | 8% | -9% | 12% | 13%
6 | -1 | 11% | -4% | 7% | 4%
7 | 1 | -10% | -4% | -9% | 5%
8 | -3 | -10% | -18% | -19% | 10%
9 | . | -12% | -7% | . | 5%
10 | -2 | -4% | 3% | -8% | -1%
11 | 3 | -2% | -9% | 12% | -22%
12 | 5 | -18% | 1% | -11% | -20%

The list continues:
item | Compound | ELG1 genotox | USP2a block | S-ASM inh | PTAP TSG101 blk | p53 reactivation | B2AR arrestin
13 | COc1ccc(S(=O)(=O)CCC(=O)N2CCN(c3ccccc3F)CC2)cc1 | -3% | 0% | 3% | 0% | -1% | -0.1%
14 | O=C(Nc1ccc(-c2cn3c(n2)SCC3)cc1)c1ccc2ccccc2n1 | -12% | -1% | -10% | -2% | 12% | 0.3%
15 | COc1ccc(NC(=O)c2cnc(SCC(=O)NCCc3ccccc3)n(C)c2=O)cc1 | 0% | 2% | . | -2% | 8% | -0.1%
16 | O=C(N/N=C/c1ccc2c(c1)OCO2)c1cc(-c2ccccc2)nc2ccccc12 | 0% | 2% | -15% | -3% | 1% | -0.6%
17 | Cc1cccc(N2C(=O)CC(Cn3nc(C)cc3C)C2=O)c1 (stereo not given) | 0% | -3% | 5% | 0% | 1% | -0.1%
18 | Cc1cccc(C)c1NC(=O)COc1cccc(/C=N/NC(=O)C(=O)NCc2ccccc2)c1 | ? | -1% | -2% | -2% | 1% | 3.2%
19 | C[C@H](CO)N1C[C@H](C)[C@@H](CN(C)S(=O)(=O)c2ccc(F)cc2)Oc2c(NC(=O)NC3CCCCC3)cccc2C1=O | -1% | 0% | -4% | -2% | -3% | 0.0%
20 | Cc1cc2c(OCC(O)CN3CCCC3)cccc2[nH]1 (stereo not given) | 0% | 0% | 5% | -1% | 9% | -0.1%
21 | CCNC(=O)c1sc(-c2ccccc2)nc1C | ? | 10% | -3% | -3% | 7% | 0.2%
22 | O=C(CSc1nc2ccc(Nc3nc(N4CCOCC4)nc(N4CCOCC4)n3)cc2s1)NCc1ccco1 | -15% | -3% | -2% | 1% | -3% | 0.0%
23 | O=C(O)c1nn(-c2ccc(F)cc2)ccc1=O | -4% | -1% | 8% | 0% | -12% | -0.4%
24 | O=C(Cc1cc(=O)[nH][nH]1)N/N=C/c1ccccc1Cl | -4% | 0% | -2% | -2% | -3% | -0.4%

item | TRPV1 agonist | BRCA1 expr act | uPA generation | Eya2 phos inh | Integrin act MD
13 | 4 | 1% | 3% | -12% | -3%
14 | 2 | -2% | -7% | -5% | -24%
15 | -7 | -14% | 2% | 8% | 0%
16 | 2 | -59% | -10% | 3% | 19%
17 | -4 | 0% | -1% | 11% | 11%
18 | -2 | -14% | -6% | 15% | 14%
19 | . | -7% | 4% | 7% | 0%
20 | -2 | -10% | 10% | 4% | 17%
21 | 22 | ? | -5% | -3% | 0%
22 | -6 | -31% | 10% | ? | -39%[inhibitor]
23 | -6 | -2% | 11% | -6% | -18%
24 | 7 | -15% | 2% | -4% | 18%

Continuation:
item | Compound | ELG1 genotox | USP2a block | S-ASM inh | PTAP TSG101 blk | p53 reactivation | B2AR arrestin
25 | COc1ccc(C2CC(c3cccs3)=NN2S(=O)(=O)c2ccc(C)cc2)cc1 (stereo not given) | . | . | -1% | -1% | . | .
26 | COc1ccccc1NC(=O)C(=O)N/N=C/c1ccc([N+](=O)[O-])s1 | -6% | -1% | -1% | -13% | 1% | 0.0%
27 | CC/C(=N\NC(=O)c1ccncc1)C12CC3CC(CC(C3)C1)C2 | -1% | 5% | 2% | -8% | -3% | -0.1%
28 | O=C(Nc1ccc(F)cc1F)c1cc2ncc(Br)cn2n1 | ? | -1% | . | . | 11% | -1.1%
29 | Cn1ccnc1C1CCCCN1Cc1nc(-c2ccc3c(c2)OCO3)no1 (stereo not given) | 0% | 0% | 0% | 0% | 0% | 0.9%
30 | CC(C)CC(=O)N1CCN(Cc2ccccc2[N+](=O)[O-])CC1 | 0% | 8% | 6% | 0% | 1% | -0.6%
31 | O=C(c1cc2nc(C3CC3)cc(C(F)F)n2n1)N1CCOCC1 | 16% | 0% | 3% | -1% | 11% | -0.3%
32 | CN(CC(=O)N1CCCCCC1)S(=O)(=O)c1ccc(F)cc1 | ? | 1% | 5% | -3% | 8% | 0.3%
33 | CC1(C)CC2CC(C)(CN2C(=S)Nc2ccccc2)C1 (stereo not given) | 1% | 2% | -1% | 1% | -1% | -0.3%
34 | CCNC(=O)c1ccc(-n2nc(C(F)(F)F)c3c2CCCC3)cc1 | -6% | -1% | -2% | -1% | -4% | -0.1%
35 | O=[N+]([O-])c1ccc(-c2csc(N3CCCCCC3)n2)cc1 | 14% | 3% | -11% | 1% | . | 0.1%
36 | O=C(NCCc1c[nH]c2ccccc12)C(=O)NCC1OCCN1S(=O)(=O)c1ccccc1 (stereo not given) | 0% | 3% | 4% | -1% | -1% | 0.1%

item | TRPV1 agonist | BRCA1 expr act | uPA generation | Eya2 phos inh | Integrin act MD
25 | . | -15% | 1% | . | 23%
26 | -1 | 1% | ? | 9% | -25%
27 | ? | 5% | 2% | 7% | 17%
28 | 30 | . | . | 0% | .
29 | -2 | -16% | 2% | -4% | -2%
30 | 7 | -4% | 2% | 1% | -8%
31 | 1 | 17% | -2% | -15% | 2%
32 | -1 | 10µM* | -1% | 1% | 26%
33 | -3 | -23% | . | ? | 12%
34 | ? | -14% | . | 6% | -7%
35 | 9 | 37% | 3% | 1% | -4%
36 | 7 | 0% | 2% | -2% | -1%

Screening data as filed in PubChem.
